# Screening data as filed in PubChem.
# UDG counter: UDG inhibition counter-screen | FRET deamination/UDG coupled assay, UDG read, 4 h | Potency, µM (highest dose often 115 µM), inactives show at the highest dose activity change, negative = inhibition, most hits filed as inhibitors | 91,000 tested, 0.14% active; also: nearly all actives have a fitted effect of over 65% in size
# AID inh: activation induced cytidine deaminase inhibition. Q9GZX7. AID deamination FRET fluorescence, UDG-coupled, 4 h. Potency, µM (top dose mostly 115 µM), inactives show at the highest dose activity change, negative = inhibition, hits mostly inhibitors. 91,000 tested, 0.32% active; also: nearly all actives have a fitted effect of over 25% in size
# Target sequence (Q9GZX7 whole entry, looked up): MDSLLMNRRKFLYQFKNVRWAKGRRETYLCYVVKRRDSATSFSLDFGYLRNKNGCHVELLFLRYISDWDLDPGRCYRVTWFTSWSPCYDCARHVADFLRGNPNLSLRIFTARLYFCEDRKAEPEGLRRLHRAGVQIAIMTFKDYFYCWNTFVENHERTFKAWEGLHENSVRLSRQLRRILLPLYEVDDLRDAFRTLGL
# * marks the source's active call; other numbers are inactive results; ? = inconclusive; [ ] = remark or other dose. Calls follow the shape of the dose curve; as a rule, active = well fitted curve in the direction sought with a large enough effect; inconclusive = small, poorly fitted or top-dose-only effect, or another doubt; inactive = no such curve, though single readings can be large; an effect the other way counts as inactive or inconclusive. % is scaled to controls: 0 for no effect and ±100 for the full control effect; potency is read from the fitted curve at half-maximal effect. An excerpt (hit frequency here may not be typical).
SMILES,UDG counter,AID inh
CC(C)(C(=O)NCCc1cccs1)c1ccccc1,-1.2%,-1.3%
Cn1nc(C(=O)NCc2ccc(CN3CCCC3)cc2)c2ccccc2c1=O,-12.3%,-14.4%
COc1ccc(-c2nc3nc(C)cc(C)n3c2Nc2c(C)cccc2C)cc1,-17.3%,?
CCCCNC(=S)NCCc1c(C)[nH]c2ccc(C)cc12,5.1%,-0.9%
COC(=O)c1c(NC(=O)c2ccc(S(=O)(=O)N3CCCC(C)C3)cc2)sc2c1CCN(C(C)C)C2 (centres undefined),-1.3%,39.4%[activator]
COc1ccc(NS(=O)(=O)c2ccc3[nH]c4c(c3c2)CCCC4)cc1Cl,-18.1%[57.5 µM],2.5%
CCCNC(=O)CS(=O)Cc1cccc2ccccc12 (centres undefined),-6.8%,-5.1%
Cc1ccc2c(c1)N(C(=O)N1CCC(C(=O)NCCc3ccccc3)CC1)CC(C)O2 (centres undefined),-4.2%,-13.3%
O=C(O)c1cc(F)ccc1-c1ccccc1,5.7%,5.4%
Cc1ccc(C(=O)Nc2ccc3nc(N4CCCCC4)cc(C)c3c2)cc1F,-22.3%[57.5 µM],12.6%
Cc1ccc(-c2cn3c(n2)sc2cc(C(=O)NCCCc4ccccc4)ccc23)cc1,6.7%,-29.5%
Cc1ccc(-c2cc(C(=O)N3CCOCC3)on2)cc1,5.2%,-2.9%
Cc1ccc(C(=O)NC23CC4CC(CC(C4)C2)C3)cc1C,-14.5%,-8.0%
O=C(Cn1c(=O)n(Cc2cccs2)c(=O)c2cccnc21)Nc1ccc(F)cc1,?,36.0%[activator]
CCOc1ccc(NC(=O)CN(c2ccc(CC)cc2)S(=O)(=O)c2ccccc2)cc1,5.8%,-3.9%

# By substructure, the compounds so far with four or more nitrogen atoms
SMILES,UDG counter,AID inh
Cn1nc(C(=O)NCc2ccc(CN3CCCC3)cc2)c2ccccc2c1=O,-12.3%,-14.4%
COc1ccc(-c2nc3nc(C)cc(C)n3c2Nc2c(C)cccc2C)cc1,-17.3%,?
O=C(Cn1c(=O)n(Cc2cccs2)c(=O)c2cccnc21)Nc1ccc(F)cc1,?,36.0%[activator]

# Next section
SMILES,UDG counter,AID inh
COc1ccc(N2CCN(c3ncnc4onc(C)c34)CC2)cc1,4.3%,3.9%
CC(C)(C)c1ccc(C(=O)Nc2c(C(=O)c3ccc(F)cc3)oc3ccccc23)cc1,2.3%,-25.1%
CC(=O)c1cccc(NS(=O)(=O)c2c(C)nc3sc(C)cn3c2=O)c1,0.0%,10.3%
Cc1ccc(-c2nc(CSc3nnc(NCc4ccccc4)s3)co2)cc1,-3.7%,1.7%
O=C(O)/C=C/c1cc(F)ccc1F,14.4%,1.9%
Cc1nc(N2CCCC2)ncc1C(=O)Nc1ccc(OC(F)(F)F)cc1,24.3%,3.7%
Cc1ccc(OC(=O)c2cc(-c3ccc4c(c3)OCCO4)on2)cc1C,-17.3%,14.6%
CC1(C)CC(=O)c2cc(-c3nc(-c4ccc(Cl)cc4)cs3)c(=O)n(-c3ccc(F)cc3)c2C1,-8.6%,-5.4%
CC(C)=CCN1CCN(CC2CCCO2)CC1 (centres undefined),13.1%,1.2%
Cc1noc(/C=C/c2cccs2)c1S(=O)(=O)N1CCC(C(=O)Nc2ccc(F)c(Cl)c2)CC1,2.0%[57.5 µM],-12.3%
COc1ccc(-c2[nH]c3c(c2-c2c(-n4cccc4)n(C)c(=O)[nH]c2=O)c(=O)[nH]c(=O)n3C)cc1F,6.3%,14.8%
COc1ccc(NC(=O)c2ccc3nc(CCc4ccccc4)oc3c2)cc1,13.4%,-7.3%
COc1cccc(/C=C(/C#N)C(=O)Nc2ccccc2C(=O)O)c1,6.5%,-24.0%
CCS(=O)(=O)N1CC(=O)N(c2ccc(C)c(C)c2)C(C)(C(=O)NC2CCCCCC2)C1 (centres undefined),?,2.4%
Cc1cccc(Nc2sc(C(=O)c3ccc(Cl)cc3)c(N)c2C(N)=O)c1,-11.5%,27.7%
COc1ccc(-c2noc(CN3CCN(c4cccc(Cl)c4)CC3)n2)cc1,-14.2%,?
Cc1ccc(NC(=O)C(C)Sc2nc(=O)cc(N)n2-c2cccc(C)c2)cc1 (centres undefined),8.4%,-15.1%
O=c1c2nccnc2nc(SCc2ccccc2Cl)n1Cc1ccc2c(c1)OCO2,-5.5%,-17.5%
O=C(COc1ccccc1)NCC(O)c1ccccc1C(F)(F)F (centres undefined),-2.5%,-7.2%
CCCn1c(=O)c2ccc(C(=O)NCC(C)C)cc2n2c(SCc3ccccc3F)nnc12,-0.6%,4.3%
C=CCNC(=S)Nc1ccc(C)cc1Cl,-9.7%,-5.5%
CC(=O)c1ccc(NC(=O)c2ccc(-c3nc(COc4ccc(C)cc4)c(C)o3)cc2)cc1,-19.2%,10.4%
CCc1ccc(NC(=S)NCC(C)(C)N2CCOCC2)cc1,4.2%,1.9%
COc1ccc2oc(=O)c(C(=O)Nc3ccc(C(=O)O)cc3)cc2c1,30.5%[activator],25.0%
COc1ccc(CNc2nc(-c3ccc(Cl)cc3)cc(C(F)(F)F)n2)cc1,-24.9%,?
COCCn1c(SCC(=O)c2ccc(Cl)s2)nnc1-c1ccncc1,1.1%,9.7%
CCOc1ccccc1NC(=O)c1c(NCc2ccc(C)o2)sc2c1CCCCC2,?,131.4%[activator]
CCN(CC)c1ccc(NC(=O)CCCN2C(=O)C(c3ccccc3)Oc3cccnc32)c(C)c1 (centres undefined),-8.2%,-27.1%
Cc1ccc(NC(=O)CSc2nc3ccc(NC(=O)c4ccco4)cc3s2)c(C)c1,-14.8%,-29.4%
COc1ccc(NC(=O)CSc2ncnc3ccccc23)c(OC)c1,-1.1%,8.6%
COc1ccc(-c2nn3c(=O)cc(CN4CCN(C(=O)Nc5ccc(C)c(Cl)c5)CC4)nc3s2)cc1,-12.5%,198.8%[activator]
O=C(NCc1ccnc(N2CCCC2)c1)c1ccccc1F,-1.0%,5.1%
O=C(/C=N/O)Nc1cccc([N+](=O)[O-])c1,6.9%,1.6%
CCCOC(=O)c1c(NC(=O)C(C)Sc2nc(-c3ccccc3)cc(C(F)(F)F)n2)sc(C(=O)N(C)C)c1C (centres undefined),-5.8%,-23.6%
COc1ccccc1NC(=O)CSc1nc2c(oc3ccccc32)c(=O)n1-c1ccccc1F,9.2%,-12.5%
CSc1cccc(NC(=O)Cc2cccs2)c1,-10.2%,4.6%
NC(=O)c1ccc(COC(=O)CCC(=O)c2ccc(Cl)cc2)c([N+](=O)[O-])c1,5.8%,0.8%
COc1ccc(F)cc1S(=O)(=O)NCCc1csc2nc(-c3cccc(C)c3)nn12,2.3%[57.5 µM],8.0%
CCCCN(C)CCNC(=O)CN1C(=O)CSc2ccc(S(=O)(=O)N3CCOCC3)cc21,6.2%,-1.5%
COc1cc(CC(=O)O)ccc1O,10.2%,2.3%
COc1ccc(OC)c(CNC(=O)c2nccnc2N)c1,3.1%,-5.9%
CC1(C)Cc2cccc(OCC(=O)Nc3cccc(C(N)=O)c3)c2O1,-9.0%,-9.2%
CC1CS(=O)(=O)N(c2ccc(S(=O)(=O)NCc3cccnc3)cc2)C1=O (centres undefined),-0.1%,2.1%
Cc1ccc(NC(=O)Cn2nc(N3CCN(c4ccccc4)CC3)ccc2=O)cc1F,-14.4%[57.5 µM],?
Cc1ccc(CNC(=O)c2ccc3c(c2)nc2n3CCCC2)cc1,-12.8%,11.2%
O=C(CCn1c(=O)c2ccccc2n(Cc2cccc(Cl)c2)c1=O)NCCc1ccccc1,1.5%,14.6%
CCOC(=O)c1[nH]c(C)c(C(=O)NCCc2ccccc2)c1C,-11.7%,-8.1%
CC1CN(C)CCC1NC(=O)Cc1cccc(C(F)(F)F)c1 (centres undefined),-0.1%,2.5%
O=C(COC(=O)c1cc(=O)c2ccccc2o1)Nc1ccc(Cl)cc1F,-0.9%,-11.5%
Cc1ccc(C(=O)Nc2ccc(Cl)c(-c3nc4ncccc4o3)c2)c(C)c1,2.6%,?
Cc1ccc(Nc2nc(C(=O)OCC(=O)c3ccc(Cl)cc3)cs2)cc1C,-13.7%,-9.0%
CC(Sc1nc(N)cc(N)n1)C(=O)c1ccc(Br)cc1 (centres undefined),-17.4%,-26.0%
CSC(C)C(=O)Nc1ccc(C)c(I)c1 (centres undefined),-15.1%,-7.1%
CCOC(=O)c1ccccc1NC(=O)c1ccc2c(Cl)c3c(nc2c1)CCC3,-3.6%,13.0%
Cc1ccnc(NS(=O)(=O)c2ccc(NC(=O)c3ccc(C)c(C)c3)cc2)n1,-1.9%,-1.5%
Cc1cnc(NC(=O)c2csc(NCC(C)C)n2)s1,6.4%,0.4%
CC(C)(C)c1nnc2sc(-c3c[nH]c4ccccc34)nn12,-8.7%,-8.2%
NC(=O)c1cccc(NC(=O)c2ccccc2CSc2nc3ccccc3o2)c1,-6.2%,-11.0%
COc1ccccc1N1CCN(C(=O)c2oc3ccccc3c2NC(=O)C(C)Oc2ccccc2)CC1 (centres undefined),1.3%,23.3%
O=C(Nc1ccc(Br)cc1)N1CCSc2ccccc21,-7.2%,-3.4%

# Further results.
SMILES,UDG counter,AID inh
CCOc1cc(/C=C2/NC(=O)NC2=O)cc(Br)c1OCc1ccccc1,-4.4%,-6.2%
CCCCCOc1ccc(OC(=O)c2ccc(-c3ccc(CCC)cn3)cc2)cc1,4.1%,7.6%
COc1ccc(C(=O)NCc2ccccc2)cc1,6.6%,5.6%
Cn1c(-n2cccc2)c(-c2c(-c3ccccc3)[nH]c3c2c(=O)[nH]c(=O)n3C)c(=O)[nH]c1=O,-6.5%,19.9%
O=C(Nc1nc(-c2cc3ccccc3oc2=O)cs1)c1ccccc1Cl,-3.0%,-1.4%
Oc1ccc(NCc2ccccc2OCc2ccccc2)cc1,79.4µM*,31.6µM*
Cc1ccc(NC(=O)CC(C)S(=O)(=O)c2ccc3c(c2)NC(=O)CO3)c(Cl)c1 (centres undefined),-12.5%[57.5 µM],5.0%
O=C(Cc1ccccc1F)N1CCC(c2nc3c(nnn3Cc3ccc(F)cc3)c(=O)[nH]2)CC1,-8.5%,?
O=C(CCNC(=O)c1ccsc1)Nc1cccnc1N1CCCC1,2.0%,1.6%
COc1ccc(C(=O)Nc2oc3ccccc3c(=O)c2-c2cccc(OC)c2)cc1,8.7%,-6.0%
CCCNC(=O)Cc1ccc2c(c1)CCCC2,-1.0%,-2.8%
COC(=O)c1c(-c2ccc(C)cc2)csc1NC(=O)c1ccoc1C,12.8%,4.4%
COc1ccc(-c2nn3c(-c4ccccc4C)nnc3c3ccccc23)cc1,-7.5%,?
Cc1cc(C)c2c(C)c(C(=O)N3CCC(c4nc5ccccc5s4)CC3)oc2c1,-15.8%[57.5 µM],-15.1%[57.5 µM]
CN=Cc1cc(C(C)(C)C)cc(C(C)(C)C)c1O,-0.2%,-5.2%

# Exported with each value named: entries from further up
Cc1ccc(-c2cn3c(n2)sc2cc(C(=O)NCCCc4ccccc4)ccc23)cc1
  UDG counter = 6.7% | AID inh = -29.5%

Cc1ccc(-c2cc(C(=O)N3CCOCC3)on2)cc1
  UDG counter = 5.2% | AID inh = -2.9%

Cc1ccc(C(=O)NC23CC4CC(CC(C4)C2)C3)cc1C
  UDG counter = -14.5% | AID inh = -8.0%

# The main list resumes, repeating the five entries before the break.
SMILES,UDG counter,AID inh
CCCNC(=O)Cc1ccc2c(c1)CCCC2,-1.0%,-2.8%
COC(=O)c1c(-c2ccc(C)cc2)csc1NC(=O)c1ccoc1C,12.8%,4.4%
COc1ccc(-c2nn3c(-c4ccccc4C)nnc3c3ccccc23)cc1,-7.5%,?
Cc1cc(C)c2c(C)c(C(=O)N3CCC(c4nc5ccccc5s4)CC3)oc2c1,-15.8%[57.5 µM],-15.1%[57.5 µM]
CN=Cc1cc(C(C)(C)C)cc(C(C)(C)C)c1O,-0.2%,-5.2%
Cc1cc(S(=O)(=O)NCCO)ccc1Cl,-7.1%,-3.2%
COc1cccc(NC(=O)CSc2nnc(NC(=O)NC3CCCCC3)s2)c1,-0.7%,0.3%
O=C(CCC1CCCC1)N1CCN(C(=O)c2cc3ccccc3oc2=O)CC1,8.9%,-0.8%
CC(C)(C)c1cc(N)n[nH]1,0.2%,0.7%
COc1ccc(C(=O)/C=C/c2ccc(-c3ccc(OC)cc3)o2)cc1,2.5%,14.1%
Cc1ccc(NC(=O)C(Cc2ccccc2)n2cccc2)c(C)c1 (centres undefined),-8.3%,1.1%
CCOc1ccc2c(c1)c(=O)c(C(=O)c1ccc(CC)cc1)cn2CC(=O)Nc1ccccc1OC,-3.2%,-8.1%
COc1cccc(NC(=O)Cn2c(=O)n(-c3ccc(C)cc3)c(=O)c3ccccc32)c1,-5.5%,-18.9%
Cc1ccc(NC(=O)Cc2ccc3c(c2)CCCC3)cc1,-10.0%,-4.0%
Cc1ccc(CCNc2nc3ccccc3c3nc(-c4cccnc4)nn23)cc1,?,6.5%
CCCCNC(=O)c1ccc2c(c1)NC(=O)C(C(C)C)N2 (centres undefined),-4.4%,6.1%
CC(=O)Nc1ccc(S(=O)(=O)NCCc2csc3nc(-c4cccc(C)c4)nn23)cc1,-3.7%[57.5 µM],-26.5%
CCc1cccc(CC)c1NC(=O)Cc1csc(C)n1,4.6%[57.5 µM],12.1%
Cc1ccc(CNc2oc(-c3ccc(F)cc3)nc2C#N)cc1,-0.5%,0.4%
CCOCCn1ccc2c(OCC(=O)NCc3ccc(F)cc3)cccc2c1=O,?,-8.6%
CC(=O)NC12CC3CC(C1)CC(C(=O)NCCSCc1ccc(Cl)cc1)(C3)C2,-3.2%,-1.6%
Cc1ccc2c(c1)N(C(=O)N1CCC(C(=O)NCCC3=CCCCC3)CC1)CC(C)O2 (centres undefined),-12.4%,-19.3%
